M4 PAM: CHRM4 positive allosteric modulation; 0.4% of 360,000 active; CHO-K1 hM4/Gqi5, Fluo-8 calcium fluorescence, ACh EC20; 0% = ACh EC20, 100% = maximal ACh; activation, % at 3 µM; P08173;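 active = activation above its plate's cutoff, the mean activation of sample wells plus 3 SD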; also: some results filed as inactive read as strong as hits
Target sequence (P08173 whole entry, looked up): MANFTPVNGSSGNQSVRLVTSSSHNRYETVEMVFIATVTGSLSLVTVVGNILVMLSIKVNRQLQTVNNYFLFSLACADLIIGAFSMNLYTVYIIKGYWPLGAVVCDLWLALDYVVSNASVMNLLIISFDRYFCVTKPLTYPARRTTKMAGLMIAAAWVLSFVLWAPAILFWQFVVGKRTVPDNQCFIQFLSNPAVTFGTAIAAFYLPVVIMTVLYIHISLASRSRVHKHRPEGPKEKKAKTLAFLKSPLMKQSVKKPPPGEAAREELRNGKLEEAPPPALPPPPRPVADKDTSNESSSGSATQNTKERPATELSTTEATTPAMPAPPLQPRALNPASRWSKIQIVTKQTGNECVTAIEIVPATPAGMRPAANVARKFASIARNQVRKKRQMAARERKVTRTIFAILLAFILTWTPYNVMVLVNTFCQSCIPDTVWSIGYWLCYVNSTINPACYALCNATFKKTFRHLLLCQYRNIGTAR
IDE cell inh: inhibitors of human insulin-degrading enzyme in cells. P14735. AID 434962. inhibition, % at 5.59 µM. 0.41% of 320,000 active. HEK cells, FAbetaB cleavage, fluorescence polarization;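 active = percent inhibition above the average of all tested compounds plus 3 SD, set per screening campaign, cut at about 16% in these data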;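 also: IDE supplied by intact live HEK cells; FP after avidin binding of uncleaved biotin substrate so inhibition keeps polarization high; 0% = DMSO wells and 100% = 60 µM reference IDE inhibitor Ii1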
PHOSPHO1 inh: PHOSPHO1 (human) inhibition; AID 1565; recombinant PHOSPHO1, absorbance phosphatase assay; Q8TCT1; 1.1% of 290,000 active; inhibition, % at 13.3 µM; in the data active = inhibition above about 60%
Target sequence (Q8TCT1 whole entry, looked up): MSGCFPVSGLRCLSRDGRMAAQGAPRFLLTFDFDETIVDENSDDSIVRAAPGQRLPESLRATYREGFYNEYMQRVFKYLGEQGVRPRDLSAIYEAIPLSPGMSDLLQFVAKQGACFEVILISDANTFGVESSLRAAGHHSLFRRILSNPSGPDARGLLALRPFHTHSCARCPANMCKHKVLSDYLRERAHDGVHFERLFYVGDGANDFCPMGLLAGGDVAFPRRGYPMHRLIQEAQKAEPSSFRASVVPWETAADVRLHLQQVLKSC
CRFBP-R2 block: antagonists of CRF-binding protein/CRF-R2 receptor complex; HEK293 CRF-R2/CRF-BP, CRF-induced calcium fluorescence; inhibition, % at 11.8 µM; 0.59% of 350,000 active; AID 588475;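 active = inhibition of the ligand-induced calcium signal above about 50% at the single tested concentration, limit read from the data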
MEKK3 PB1 HTS: MEKK3-MEK5 PB1 interaction, increase or decrease. Q99759. bead-based flow cytometry, Alexa488-MEK5 binding to MEKK3; actives lie on both sides; 0 = blocked by unlabeled MEK5, 100 = vehicle. binding response (% of control), % at 10 µM. 1.4% of 290,000 active. AID 1529;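 active = binding response more than 3 SD above or below the average of its plate-row segment, actives on both sides; inconclusive = wells at one plate position flagged as instrument error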;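 also: Alexa488 bead fluorescence after subtracting the streptavidin-only scavenger bead signal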
pCIP destab: compounds decreasing mouse p/CIP protein stability | F442A p/CIP-EGFP cells, EGFP fluorescence, 16 h | decrease of EGFP signal, % at 10 µM | 0.01% of 290,000 active;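 active = EGFP signal decrease of at least 30% at 10 µM or well 3 SD below plate mean, unless failing retest; inactive = the rest, including hits failing retest or dose response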; also: some compounds called inactive have numbers as strong as hits; many of its hits are not listed in these tables
CRFR2-BP ag: CRF-BP/CRF-R2 complex agonism. HEK293 CRF-R2/CRF-BP, calcium dye fluorescence (FLIPR); percent of saturating CRF peptide response. activation, % at 13.2 µM. 0.46% of 350,000 active. AID 588473;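 active = activation of at least 50%, plus an integration ratio under a set limit after plate pattern correction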;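 also: plate controls were neutral control wells without compound for no effect and CRF at EC100 for full effect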
IDE cell activ: boosts human insulin-degrading enzyme activity in HEK cells; P14735; FAbeta-B cleavage, fluorescence polarization; 0% vehicle, 100% cell-free pure enzyme wells; activation, % at 5.96 µM; 0.073% of 340,000 active;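 active = activation above the mean of all tested compounds plus 3 SD, set per screening campaign, cut at about 17% in these data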
GalR3 antagonist: human GalR3 antagonism; O60755; HEK293 GalR3-CNG cAMP membrane potential fluorescence; galR3 body fused to GalR1 C-terminus; inhibition, % at 3 µM; 0.44% of 360,000 active; AID 651719;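 active = inhibition above the screen-wide average plus 3 SD, cut at about 13% in these data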;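 also: forskolin and galanin both at EC90 stimulate the cells; cAMP rise reported by CNG channel membrane potential dye signal; 0% = forskolin plus galanin with DMSO and 100% = forskolin alone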
Target sequence (O60755 1-299 limits assumed): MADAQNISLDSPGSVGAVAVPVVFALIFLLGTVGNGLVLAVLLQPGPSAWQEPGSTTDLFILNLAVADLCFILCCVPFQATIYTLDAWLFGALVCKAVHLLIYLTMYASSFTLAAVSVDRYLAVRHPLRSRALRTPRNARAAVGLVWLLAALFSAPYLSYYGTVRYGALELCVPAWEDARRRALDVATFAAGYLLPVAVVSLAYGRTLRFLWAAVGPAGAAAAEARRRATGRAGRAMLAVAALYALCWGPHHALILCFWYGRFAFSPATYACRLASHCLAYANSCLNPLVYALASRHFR
The depositor's hits bear a star; ? = inconclusive; nt = no result given; [ ] = remark or other dose.

SMILES	M4 PAM	IDE cell inh	PHOSPHO1 inh	CRFBP-R2 block	MEKK3 PB1 HTS	pCIP destab	CRFR2-BP ag	IDE cell activ	GalR3 antagonist
COc1ccc(CNC(=O)c2cccc3c2C(=O)N(CC2CCCO2)C3)cc1 (stereo unspecified)	3	-1	-14	-14	97	9	2.0	-3	nt
CCOCCCn1c(=NC(=O)c2cccs2)c(C#N)cc2c(=O)n3cccc(C)c3nc21	-5	9	6	5	104	-2	7.6	0	-5
Nc1c(C(=O)NC2CCCCC2)nsc1C(=O)OCC(=O)NC1CCCCC1	-1	0	-10	-24	107	9	1.3	-2	-1
CC(C)CNC(=O)C(=O)NCCC1CCCCN1S(=O)(=O)c1cccs1 (stereo unspecified)	3	-1	nt	-1	nt	nt	-1.0	5	-1
CCOC(=O)CSc1nc2ccc(C)cc2n2cnnc12	4	5	44	1	100	-2	1.8	-2	-9
COc1ccc2oc(C(=O)OCC(=O)Nc3cc(S(=O)(=O)N4CCOCC4)ccc3OC)c(C)c2c1	3	0	nt	16	nt	nt	-0.8	6	-4
COC(=O)c1ccc2c(c1)C(NC(C)=O)CCc1cc(OC)c(OC)c(OC)c1-2 (stereo unspecified)	-2	nt	nt	36	nt	nt	-0.6	3	5
O=C(Nc1cccc(Cl)c1Cl)C1CCN(c2ncccn2)CC1	-3	1	-26	-3	107	-1	-0.5	2	-2
COCC(=O)Nc1cc(C(=O)Nc2ccccc2C)ccc1Cl	4	-2	16	19	82*[inhibitor]	-5	-1.2	0	-9
O=C(c1ccc(F)cc1)c1c[nH]c(C(=O)NCCCN2CCOCC2)c1	-7	-1	5	-8	103	-2	1.6	-1	-5
CCOC(=O)CSc1nc(C2CC2)cc(-c2ccc(F)cc2)c1C#N	-4	-2	52	25	95	2	1.2	7	0
C1CCC(Nc2nnnn2C2CCCCC2)CC1	1	1	9	15	99	-2	-3.6	-2	0
CCC(=O)N(Cc1ccco1)c1nc(-c2ccc(OC)cc2)cs1	-4	-3	22	14	106	-15	0.4	4	-3
CC1CCN(c2cc(N3CCOCC3)c([N+](=O)[O-])cc2F)CC1	0	6	4	-11	98	-23	-0.7	7	2
COCc1cc(C)nc(SCC(=O)N2CCC(C)CC2)c1C#N	-5	8	7	8	6.0*[inhibitor]	-10	-1.6	10	-3
O=C(O)c1ccccc1-c1ccccc1C(=O)Nc1ccc2c(c1)C(O)c1ccccc1-2 (stereo unspecified)	0	nt	nt	-8	nt	nt	-0.2	nt	-4
CCCNC(=O)NC(=O)CSc1nnc(-c2c[nH]c3ccccc23)o1	8	1	42	2	105	-6	-0.6	-6	-10
CCOc1ccc(S(=O)(=O)N2CCOCC2)cc1NC(=O)CN1C(=O)NC2(CCCCC2)C1=O	13	8	nt	-8	nt	nt	-0.2	4	-3
CC[C@H](C)[C@H](NS(=O)(=O)c1ccc(C)cc1)C(=O)N1CCC(C(=O)N[C@@H](C)C(=O)O)CC1	10	6	-6	9	112	-3	0.1	2	3
Cc1csc(=O)n1CC(=O)Nc1ccc(Cl)c(Cl)c1	-7	6	nt	-13	nt	nt	-0.7	5	-7
CC(=O)Nc1cccc(C(=O)OCC(=O)Nc2ccc(Cl)cn2)c1	2	0	nt	6	nt	nt	-1.9	-3	-3
CCCCOc1ccc(C(=O)N/C(=C\c2cccc([N+](=O)[O-])c2)C(=O)OC(C)C)cc1	1	-2	47	-2	102	-18	3.0	1	4
Cc1[nH]nc2ncc(C(=O)c3cc(Cl)cc(Cl)c3O)cc12	-4	-3	19	3	?	3	0.8	0	-6
Cc1ccc(SCC(=O)N2CCOCC2)cc1	2	3	-8	5	98	9	-0.3	-2	-2
CCC(C)(C)n1nnnc1C(C(C)C)N1CCC(C(N)=O)CC1 (stereo unspecified)	10	-1	-6	-31	109	7	3.4	0	5
Additional entries
SMILES	M4 PAM	IDE cell inh	PHOSPHO1 inh	CRFBP-R2 block	MEKK3 PB1 HTS	pCIP destab	CRFR2-BP ag	IDE cell activ	GalR3 antagonist
O=C(Cn1ccc(NC(=O)OCc2ccccc2)nc1=O)NCc1ccccn1	6	4	nt	-4	nt	nt	-0.4	-2	-1
CCO[C@@H]1OC(C(=O)N2CCOCC2)=C[C@H](C2CC2)[C@H]1CCCO	11	-1	44	2	98	-6	1.8	-5	-3
CS(=O)(=O)N1CCc2cc(C(=O)N3CCN(c4ccccc4)CC3)ccc21	-3	3	23	7	102	6	-0.8	-1	0
COc1cc2c(cc1OC)C(C)=NC1(CCCCC1)C2	-10	3	45	-2	107	-4	-0.1	5	-3
Cc1cc(C)c(C(=O)C(C)OC(=O)Cn2cnc3c2c(=O)n(C)c(=O)n3C)cc1C (stereo unspecified)	5	3	nt	6	nt	nt	-0.1	0	-1
CC(C)CC1C(=O)N(Cc2cn(Cc3ccco3)nn2)CCS(=O)(=O)N1Cc1ccc(-c2cccc(N(C)C)c2)cc1 (stereo unspecified)	-3	nt	nt	13	nt	nt	-1.0	nt	1
CNc1ccc2nnc(C(F)(F)C(F)(F)C(F)(F)F)n2n1	-6	5	41	-9	107	-3	2.1	0	-4
COc1ccc([C@H]2CC(=O)C=C(c3ccc(C)cc3)C2)cc1OC	-10	6	nt	-2	nt	nt	-0.7	-1	-4
O=C(Cn1c(CC(=O)N2CCOCC2)nc2ccccc21)Nc1ccc2c(c1)OC(F)(F)O2	4	0	18	-3	104	-12	0.7	3	2
COc1ccc([C@H]2C=C(C(=O)O)O[C@@H](OCCCCO)C2)cc1	14	3	34	-8	97	-6	-1.8	6	17*
CCCC(=O)Nc1ccc(S(=O)(=O)N2CCc3ccccc32)cc1	3	nt	nt	-9	nt	nt	1.8	nt	-9
NC(=O)N/N=C(/CCCCCC/C(=N\NC(N)=O)c1ccccc1)c1ccccc1	-7	11	32	-17	63	0	3.3	nt	-2
COc1ccc(N2C(=O)C(Cl)=C(Nc3c(C)n(C)n(-c4ccccc4)c3=O)C2=O)cc1	-2	2	-14	34	99	7	-2.3	4	-1
CC(C)CN(C(=O)COC(=O)c1ccc(Br)cc1)c1c(N)n(Cc2ccccc2)c(=O)[nH]c1=O	7	-2	nt	5	nt	nt	6.7	22*	0
Fc1ccc(NC(=S)NCc2ccc3c(c2)OCO3)cc1	-4	-5	25	-1	94	-7	0.9	2	-7
CC(C)[C@H](NC(=O)c1ccccc1Cl)C(=O)OCC(=O)N1CCCCC1	11	4	nt	10	nt	nt	-2.3	1	-6
Cn1cc(CN2CCC(n3nccc3NC(=O)c3ccc4c(c3)OCO4)CC2)cn1	3	nt	nt	-7	nt	nt	-1.3	nt	-5
CCN(CC)S(=O)(=O)c1ccc(Cl)c(C(=O)NCC2CCCO2)c1 (stereo unspecified)	4	1	-15	19	109	-3	-0.2	0	-1
Cc1ccc2oc(-c3ccc(NC(=O)c4ccc5c(c4)OCO5)cc3)nc2c1	11	3	-38	-13	99	-5	2.9	4	-1
CCN/N=C(\Cc1nc2ccccc2[nH]1)c1ccccc1	-1	3	24	-17	93	3	3.0	1	-3
COc1ccc([C@H]2CC(=O)C=C(c3cccc(Cl)c3O)C2)cc1OC	-3	-3	nt	0	nt	nt	-0.8	0	-2
O=C1CCC(N2C(=O)c3ccccc3C2=O)C(=O)N1 (stereo unspecified)	4	1	24	19	108	-15	-0.2	7	4
COC(=O)c1ccccc1NC(=O)COc1ccc2c(c1)OCO2	3	0	nt	12	98	9	0.6	5	-3
Cc1ccccc1Nc1ccc([N+](=O)[O-])cn1	-11	nt	9	11	103	7	1.2	4	-1
COc1ccc(C=NNC(=O)c2cc(C)oc2C)cc1O	7	-1	nt	19	nt	nt	-3.8	5	-4
Next compounds
SMILES	M4 PAM	IDE cell inh	PHOSPHO1 inh	CRFBP-R2 block	MEKK3 PB1 HTS	pCIP destab	CRFR2-BP ag	IDE cell activ	GalR3 antagonist
CCOc1ccc(NC(=O)CC2S/C(=N/N=C3CCCCCC3)NC2=O)cc1 (stereo unspecified)	5	3	3	-2	104	-5	0.0	4	0
CNC(=O)COC(=O)CCC(=O)c1ccc(Cl)cc1	2	-1	-35	-11	102	2	1.3	0	-2
COC(=O)[C@H](Cc1ccccc1)NC(=O)N1CCN(c2ccc(F)cc2)CC1	-5	0	27	12	92	-7	0.6	-4	-4
CC(NC(=O)C(=O)N1CCCCC1)C(c1cccs1)N1CCN(c2ccc(F)cc2)CC1 (stereo unspecified)	-3	5	38	-5	100	-7	0.6	7	-6
COc1ccc(-c2cc3ccccc3n2CC(O)CN2CCC(C)CC2)cc1 (stereo unspecified)	3	7	33	-2	99	-16	3.6	1	-5
Cc1ccc(C(=O)N2CCN(c3cccc(C)c3C)CC2)cc1S(=O)(=O)N1CCOCC1	2	0	nt	-8	nt	nt	0.9	-9	-6
CC(C)NC(=O)C1(c2ccccc2)CC1(Cl)Cl (stereo unspecified)	2	0	-6	0	99	2	1.1	3	-4
CCCc1cc(=O)[nH]c(SC(C)C(=O)N2c3ccccc3CC2C)n1 (stereo unspecified)	13	5	nt	7	nt	nt	-3.9	0	-6
NNc1nc2c(-c3cccc(C(F)(F)F)c3)nnn2c2ccccc12	-6	nt	-3	0	107	-17	-1.5	-2	-11
COC(=O)C1(CC2CC(c3ccc(Cl)cc3)=NO2)CCN(C(=O)OC(C)(C)C)CC1 (stereo unspecified)	9	-2	nt	4	nt	nt	2.0	-2	-1
CCOc1cc(CO)ccc1OCC(=O)N1CCCCC1	-6	0	-29	4	102	-8	-0.2	1	-1
N=C1c2ccccc2-c2ccccc21	9	nt	nt	0	nt	nt	-2.9	-11	-6
Cc1ccc(OCCC(=O)OCC(=O)Nc2ccc(C)cc2Cl)cc1	6	3	nt	2	nt	nt	1.3	-3	1
COc1cccc(C(C(=O)NC2CCCC2)N(C(=O)c2ccco2)c2ccccc2)c1OC (stereo unspecified)	-12	-1	30	-2	102	-9	-2.9	6	-8
Cc1cc(=O)n2c(c1C#N)SC1CCCCC12O (stereo unspecified)	5	-4	6	-14	100	2	-1.2	3	-2
COc1ccc(N2CCN(Cc3nc4sc(C)c(C)c4c(=O)[nH]3)CC2)cc1	2	2	17	-6	101	0	-1.9	0	-6
O=C(O)c1ccc(O)cc1O	8	-2	nt	46	nt	nt	-1.8	3	-1
O=C(c1cc2ccccc2o1)N1CCN(C/C=C/c2ccccc2)CC1	-2	-3	31	0	100	-11	-0.7	8	-1
Cc1ccc(CN2CCN(/N=C/c3ccc(C)s3)CC2)cc1	-5	3	-24	-31	103	-7	0.8	-6	4
NNC(=O)CN1CCN(c2ncc(C(F)(F)F)cc2Cl)CC1	-4	1	28	-3	92	-4	-1.5	6	2
COc1ccc(C(=O)NC(=S)Nc2nnn(C)n2)cc1	7	-5	-17	3	93	-1	1.2	-5	3
COc1ccc2c(c1)cc(C(O)c1ccccn1)n2S(=O)(=O)c1ccccc1 (stereo unspecified)	-6	3	-15	-5	92	-1	-0.9	3	-3
Oc1ccccc1N=Cc1c(O)ccc2ccccc12	-2	nt	30	-113	56	-6	123*	-2	-13
COc1cccc(CNC2CCCC2)c1	6	1	-18	1	109	3	-2.0	1	nt
COc1ccccc1C1C(C(N)=O)=C(C)Nc2nc(-c3ccccc3Cl)nn21 (stereo unspecified)	3	-2	-1	9	93	-7	-3.0	7	1
O=C(O)CCN=Cc1c(O)c2ccccc2oc1=O	-4	7	42	-20	105	-20	-0.5	0	-7
CCc1ccc(NC(=O)N(CCCN2CCOCC2)C(C)c2cc3cccc(OC)c3o2)cc1 (stereo unspecified)	-5	0	29	1	106	-9	4.8	2	0
